Thrombin inh: inhibitors of human thrombin. alpha-thrombin, Boc-VPR-AMC fluorogenic substrate cleavage. inhibition, % at 5 µM. 220,000 compounds, 0.26% hits. AID 1046;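 active means inhibition at or above 40%; inactive means inhibition below 40%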;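 further: 0% = enzyme with no compound and 100% = wells without enzyme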
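System – human alpha-thrombin · Medium – pH 7.5 Tris (50 mM) with NaCl 150 mM, Tween 20 0.05% · Compound – single-point dosing at 5 µM, 0.2% DMSO · Incubation – enzyme reaction carried out at room temperature · Technique – fluorescence of released AMC, ex 355 nm, em 460 nm · Read-out basis – % inhibition of thrombin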
Calpain2 inh: blocks pig calpain II enzyme activity | purified calpain II, fluorogenic peptide substrate, 30 min | inhibition, % at 16 µM | 220,000 compounds, 0.37% hits | AID 1236;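 active means inhibition above about 50%, limit read from the data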
TRPML3 ag: human mucolipin-3 channel agonism; 220,000 compounds, 0.29% hits; HEK293 TRPML3-YFP, Fluo-8 calcium fluorescence; 100% = the carbachol control signal; AID 1448; activation, % at 3 µM;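 active means activation above its plate's cutoff, the mean activation of the plate's test wells plus 3 SD, cut at about 12% in these data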;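 further: 0% = DMSO only wells and 100% = carbachol wells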
Target sequence (Q8TDD5 whole entry, looked up): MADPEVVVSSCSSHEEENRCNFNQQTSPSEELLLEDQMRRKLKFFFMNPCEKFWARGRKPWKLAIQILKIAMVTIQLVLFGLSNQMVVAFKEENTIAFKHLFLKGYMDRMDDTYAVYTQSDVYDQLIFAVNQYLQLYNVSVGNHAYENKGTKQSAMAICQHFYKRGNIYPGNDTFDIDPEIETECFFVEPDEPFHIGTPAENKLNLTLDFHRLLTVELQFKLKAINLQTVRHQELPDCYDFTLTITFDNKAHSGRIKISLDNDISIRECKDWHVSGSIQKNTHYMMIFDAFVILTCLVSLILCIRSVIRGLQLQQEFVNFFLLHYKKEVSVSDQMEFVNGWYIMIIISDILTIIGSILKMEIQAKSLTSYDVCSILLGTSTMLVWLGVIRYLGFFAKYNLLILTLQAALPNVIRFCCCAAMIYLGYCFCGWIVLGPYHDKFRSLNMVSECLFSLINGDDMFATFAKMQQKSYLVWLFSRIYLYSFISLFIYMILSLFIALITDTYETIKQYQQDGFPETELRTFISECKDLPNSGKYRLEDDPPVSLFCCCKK
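Test system: HEK293 cells stably carrying human TRPML3-YFP; Doses: single dose, 3 µM final nominal compound, 0.3% DMSO final; Schedule: dye loading 1 h 37 °C then 30 min ambient, 125 s read; Technique: Fluo-8 calcium fluorescence; Benchmarks: high control carbachol 87 µM, low control DMSO.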
KCC2 mod: modulators of human KCC2 chloride dependent transport | Q9H2X9 | KCC2 cells, thallium flux FluoZin-2 fluorescence | B-score of Tl+ flux slope (higher = more flux/activation; lower = inhibition) at 10 µM | 190,000 compounds, 2.2% hits;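 active means thallium flux slope and its plate-corrected score both differing from the plate sample mean at a set confidence after two filtering rounds, in either direction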;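 further: slope of fluorescence scaled to starting intensity during 10 to 20 s after thallium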
EBV gp42 inh: inhibitors of Epstein-Barr virus glycoprotein 42; 220,000 compounds, 0.42% hits; Fluorescence polarization binding assay, mP read-out; Q1HVG2; inhibition, % (tested at 21.74 µM); in the data active means inhibition above about 50%
Target sequence (Q1HVG2 whole entry, looked up): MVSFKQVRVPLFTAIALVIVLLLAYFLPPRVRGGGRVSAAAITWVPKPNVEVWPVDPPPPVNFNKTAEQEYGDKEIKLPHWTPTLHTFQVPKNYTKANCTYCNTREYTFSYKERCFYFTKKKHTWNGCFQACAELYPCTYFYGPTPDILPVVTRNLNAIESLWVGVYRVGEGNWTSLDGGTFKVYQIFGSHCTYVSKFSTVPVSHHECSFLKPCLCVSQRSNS
zfTRPN1 agonist: agonists of zebrafish TRPN1 channel; activation, % at 3 µM; 220,000 compounds, 0.18% hits; HEK293 zebrafish TRPN1-YFP, Fluo-8 calcium fluorescence; 100% = response to 87 µM carbachol;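 active means activation above its plate's cutoff, the mean activation of test wells on that plate plus 3 SD, cut at about 19% in these data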;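 further: 0% = DMSO alone and 100% = 87 µM carbachol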
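Assay system: Zebrafish TRPN1-YFP in HEK293 cells | Incubation: Dye loading 1 h at 37 °C, then 30 min room temperature | Measured by: Kinetic Fluo-8 fluorescence, ex 470-495, em 515-575 nm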
Furin inhibitor: blocks human furin protease activity; AID 463115; P09958; purified furin, fluorogenic substrate cleavage; 220,000 compounds, 0.061% hits; inhibition, % at 30 µM; in the data active means inhibition above about 25%; further: inactives centre near -15
PPC-1+TRAIL kill: kills PPC-1 cancer cells in the presence of TRAIL; AID 1443; PPC-1 cells + TRAIL, ATPLite viability luminescence; 220,000 compounds, 0.41% hits; cell killing (% activity), % at 4 µM;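 active means cell killing above 50% in the first pass at 4 µM, then a duplicate retest at 5 µM averaging 50% or more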;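 further: plate controls were cells with TRAIL plus DMSO for no effect and medium-only wells lacking cells for full effect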
Tb hexokinase: blocks Trypanosoma brucei hexokinase 1 activity | recombinant TbHK1, G6PDH-coupled NADH A340 | inhibition, % at 10 µM | 220,000 compounds, 0.11% hits | AID 1430;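 active means inhibition of 50% or more in the single-dose primary screen; inactive means inhibition below 50%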
An asterisk follows results filed as active; . = no result given; [ ] = remark or other dose.

SMILES	Thrombin inh	Calpain2 inh	TRPML3 ag	KCC2 mod	EBV gp42 inh	zfTRPN1 agonist	Furin inhibitor	PPC-1+TRAIL kill	Tb hexokinase
CC(CC(=O)Nc1ccc(Cl)c([N+](=O)[O-])c1)c1ccccc1 (centres undefined)	1	31	-0.1	-0.46	9	5.7	-11[20 µM]	29	0
C/C=C/C(=O)N1CC2(CC(c3cccc(NC(=O)/C(C)=C/C)c3)=NO2)C[C@H]1C(N)=O (some centres undefined)	4	-10	.	0.62	-15	.	-6	2	-6
CCn1c(SCC(=O)Nc2nc(-c3ccc(C)cc3)cs2)nnc1-c1ccccc1	2	26	0.6	-0.55	9	-0.7	-7[20 µM]	19	-1
O=C(c1cc(=O)[nH]c2ccccc12)N1CCN(c2ccccc2)CC1	1	-7	0.8	-0.39	3	1.8	-9	27	-23
CCN1C(=O)/C(=C\C=C2/C=CC=CN2CC)SC1=S	0	25	0.6	-0.32	-156	-1.0	-8	10	-2
COc1ccc(F)cc1S(=O)(=O)n1nnc2ccccc21	-4	1	-0.3	0.34	-8	-1.3	-12	.	-6
Cc1ccc(NC(=O)C2CCCN2C(=O)NC2CCCCC2)c(C)c1 (centres undefined)	2	9	0.9	0.25	-4	-1.1	-29[20 µM]	11	-6
COc1ccccc1C(=O)NCCC(=O)Nc1cccnc1	-10	-26	0.7	0.42	-1	-0.3	-19	-3	1
O=C(CSc1nc2ncccc2[nH]1)c1cccc([N+](=O)[O-])c1	-6	-14	0.6	0.0068	-7	-0.2	-16	4	1
COCCNC(=O)CSc1nc2ccccc2c(=O)n1-c1cccc(OC)c1	-3	18	0.2	.	-27	0.2	-28	-19	-5
CN(C)CC(=O)c1c[nH]c2ccccc12	2	-2	0.0	-0.0088	-21	2.3	-22[20 µM]	14	-4
CCC(CC)C(=O)c1c[nH]c(C(=O)NCCc2ccccn2)c1	-2	-19	0.0	-0.38	-15	-0.2	-16[20 µM]	36	-6
COc1ccc(N(CC(=O)NCc2ccc3c(c2)OCO3)C(=O)CCC(=O)Nc2ccccn2)cc1	-8	14	-0.5	0.02	-8	1.2	-9	.	3
COC(=O)c1sccc1NC(=O)CC1NCCNC1=O (centres undefined)	-9	4	0.8	0.02	5	2.5	-14	4	-1
N#Cc1cc([N+](=O)[O-])ccc1NCCN1CCOCC1	2	-6	0.0	1.1	-3	1.8	-9	24	-21
CC1(C)Cc2ccccc2-c2nnc(SCc3ccc(C#N)cc3)n21	-3	0	1.0	-2.4	4	1.1	-7	0	7
CCN(CC)S(=O)(=O)c1ccc(C(=O)OCC(=O)Nc2sc3c(c2C#N)CCCCC3)cc1	-3	-49	1.1	0.32	-16	-0.9	-9	14	-2
CCOCCCNC(=O)C1CCC(=O)N1CCc1ccccc1 (centres undefined)	-4	-25	0.0	0.22	-11	0.3	-22[20 µM]	15	5
CCN(Cc1ccncc1)C(=O)CCc1nnc(CCc2ccccc2OC)o1	-2	-2	0.2	-0.4	-12	0.5	-19	11	-7
COc1ccc(C/C(N)=N/O)cc1	-4	-2	0.5	-0.042	-9	0.9	-12	19	-8
CS(=O)(=O)c1nc(-c2ccco2)cc(C(F)(F)F)n1	-3	-32	0.7	.	-10	0.5	0	4	-53
CCOC(=O)c1cnc2c(cnn2C)c1NCc1ccc(OC)cc1	2	-8	0.4	0.043	-15	0.2	-9	2	-1
N#CCCS(=O)(=O)c1ccc(N)cc1	-2	7	0.9	0.83	-5	1.1	-9	-7	21
O=C(N/N=C/C(Cl)=C\c1ccccc1)c1ccco1	-6	-11	-0.1	-0.98	-5	-1.4	-3	4	-86
COc1ccc(-c2nc(CS(=O)CC(=O)NCc3ccccn3)c(C)o2)cc1 (centres undefined)	-3	7	0.2	1.5	117*	-0.1	-13	.	-6
CN1CCN(CCCNC(=O)C2CCN(c3nnc(-n4cccc4)s3)CC2)CC1	-1	-7	0.1	0.064	-4	-0.1	-22	-20	5
Oc1ccc(C=NCC2COc3ccccc3O2)cc1 (centres undefined)	0	-8	0.4	0.64	-12	2.6	-7[20 µM]	2	-37
O=C1NN=C(c2ccc(Cl)cc2)CC1c1c[nH]c2ccccc12 (centres undefined)	0	-34	1.6	0.65	14	-0.3	-17	19	-4
O=C1CC(C(=O)Nc2ccc(Cl)cc2)n2ncnc2N1 (centres undefined)	-11	74*	-0.3	-0.81	-5	-1.8	-21	16	2
COc1ccc(/C=c2\sc3nc(-c4ccccc4OC)nn3c2=O)c(OC)c1	3	-71	-0.2	.	16	-1.3	-17[20 µM]	15	-18
Clc1ccc(Nc2ncnc3ccc(Br)cc23)cc1	0	1	-0.7	.	1	3.8	-15	10	-3
CCOC(=O)C1=C(N)Oc2c(oc(CO)cc2=O)C1c1c(F)cccc1Cl (centres undefined)	-1	-32	-0.8	-1.5	-13	-0.8	-16	12	2
Cc1cc(C)nc(NS(=O)(=O)c2ccc(N=Cc3c(C)[nH]n(-c4ccccc4)c3=O)cc2)n1	1	0	0.0	-0.87	2	0.6	-3	16	-14
Cc1ccc(S(=O)(=O)CCc2nnc(NC(=O)C3CCCO3)s2)cc1 (centres undefined)	2	11	0.9	0.12	-13	-0.1	-16[20 µM]	-19	3
Cc1nn(C(C)C(=O)NCc2ccccc2)c(C)c1[N+](=O)[O-] (centres undefined)	3	-26	-0.5	2.1	-18	-0.8	-18[20 µM]	7	0
Cc1cc(Nc2ncc(Cl)cc2Cl)n[nH]1	1	4	0.5	1.7	-19	0.5	-10	14	25
COc1ccc(CCN2C(=NC(=O)CCC(=O)O)SC3CS(=O)(=O)CC32)cc1OC (centres undefined)	-4	-6	0.5	0.2	-7	0.3	-26	4	1
O=C(CCCn1c(SCc2ccccc2F)nc2ccccc2c1=O)NCC1CCCO1 (centres undefined)	-10	-6	0.4	-0.58	11	-2.1	-15	7	-10
N#CCCN1CCN(S(=O)(=O)c2ccc(S(=O)(=O)NCC3CCCO3)cc2)CC1 (centres undefined)	0	-10	-0.7	-2.2	-12	1.5	-16	13	0
COc1cc(C)c(Cl)cc1S(=O)(=O)n1ccnc1C	-2	-2	0.1	0.85	-11	-0.5	-14[20 µM]	20	-5
CC(=O)Oc1ccc(-c2cccc(C(=O)O)c2)cc1	1	3	0.4	-1	2	0.2	-15[20 µM]	-9	5
Cc1noc(C)c1Cn1nc(C(=O)O)c2ccccc2c1=O	-6	26	-0.2	0.022	5	0.2	-10	4	6
Cc1sc2ncnc(NCCCn3ccnc3)c2c1C	6	-14	0.8	0.053	0	-0.9	-19	4	3
COC(=O)C(C)NS(=O)(=O)c1ccc(NC(C)=O)cc1 (centres undefined)	2	20	0.2	0.96	-2	1.3	1	14	13
O=c1c(-c2ccco2)[n+]([O-])c2ccccc2n1OCc1ccccc1	3	-11	0.7	-0.5	-30	-0.8	-9[20 µM]	2	-5

As a short view, five of the compounds above.
SMILES	Thrombin inh	Calpain2 inh	TRPML3 ag	KCC2 mod	EBV gp42 inh	zfTRPN1 agonist	Furin inhibitor	PPC-1+TRAIL kill	Tb hexokinase
CC(=O)Oc1ccc(-c2cccc(C(=O)O)c2)cc1	1	3	0.4	-1	2	0.2	-15[20 µM]	-9	5
Cc1noc(C)c1Cn1nc(C(=O)O)c2ccccc2c1=O	-6	26	-0.2	0.022	5	0.2	-10	4	6
Cc1sc2ncnc(NCCCn3ccnc3)c2c1C	6	-14	0.8	0.053	0	-0.9	-19	4	3
COC(=O)C(C)NS(=O)(=O)c1ccc(NC(C)=O)cc1 (centres undefined)	2	20	0.2	0.96	-2	1.3	1	14	13
O=c1c(-c2ccco2)[n+]([O-])c2ccccc2n1OCc1ccccc1	3	-11	0.7	-0.5	-30	-0.8	-9[20 µM]	2	-5

(more compounds)
SMILES	Thrombin inh	Calpain2 inh	TRPML3 ag	KCC2 mod	EBV gp42 inh	zfTRPN1 agonist	Furin inhibitor	PPC-1+TRAIL kill	Tb hexokinase
CCN(CC)C(=O)CSc1nc2ccccc2c(=O)[nH]1	-5	-38	1.2	0.25	-4	-1.3	-24[20 µM]	25	-2
COc1ccc(OC)c(Nc2nc3nonc3nc2N2CCCC(C)C2)c1 (centres undefined)	-3	-5	0.5	-1.3	-72	0.1	6	1	7
Cc1cccc2c1OCC/C2=N\NC(=O)COc1ccccc1Cl	1	-4	-0.3	1.1	-23	0.7	-8[20 µM]	10	-5
O=c1[nH][nH]c(C(F)(F)F)c1C=NCc1cccs1	1	11	0.8	-0.7	-2	0.1	-12	17	-12
CN(C)c1ccc(NS(=O)(=O)c2cc(Cl)ccc2Cl)cc1	-9	15	-0.8	0.085	11	-3.4	-11	-5	34
O=C1CCC/C(=N\NC(=O)c2ccc(NS(=O)(=O)c3ccc(Br)cc3)cc2)C1	-5	-44	0.7	-0.0066	1	0.5	-15	24	0
COc1ccc(CNc2oc(COc3ccc(Cl)cc3)nc2C#N)cc1	-7	54*	-0.6	-1.9	-4	-0.8	-30	-1	8
COc1ccc(OC)c(NC(=O)CS(=O)(=O)c2ccccc2)c1	-1	-6	-0.1	.	-6	-0.8	-13[20 µM]	8	3
CN1CC(=O)NC1=NC(=O)C12CC3CC(CC(C3)C1)C2	-1	-1	0.6	-0.16	-25	0.8	16[20 µM]	2	-3
COC(=O)c1cc2c(C)nn(C)c2s1	-4	-4	0.9	0.6	0	-1.2	-22	16	2
COc1ccccc1/C=C/C(=O)NCC(=O)N/N=C/c1ccc2c(c1)OCO2	-5	-50	1.0	-0.92	-5	-0.7	-11	13	-8
CCCN1C(=O)/C(=N\OCC(=O)Nc2ccc(C(C)C)cc2)c2ccccc21	-9	3	0.2	-0.13	-2	0.2	-25	-7	2
Cc1ccc(C(=O)NNC(=O)CNc2cccc(Cl)c2)cc1	-5	-18	0.2	0.008	-23	-0.7	-29	-27	0
O=C(O)[C@H](Cc1ccccc1)NC(=O)N1CCN(c2ccccc2)CC1	-4	-22	0.4	3.9	-5	1.0	-14	8	-2
CN1CCc2nc3ccc(Cl)cc3c(-c3ccccc3Cl)c2C1	0	15	0.3	-2.2	-1	3.9	-22	10	-5
Cc1cc(C)n2nc(SCc3nnc(-c4cccs4)o3)nc2n1	-4	-5	0.7	1.3	-12	0.1	-31	17	1
COc1ccccc1N1CCN(C(=O)C2CCN(S(=O)(=O)c3ccc(F)cc3)CC2)CC1	4	10	.	.	0	.	.	12	.
Nc1cc(Oc2ccc(F)cc2F)cc([N+](=O)[O-])c1	-11	8	0.4	-2	-2	-0.9	-25	1	-5
Cc1ccc(NC(=O)[C@@H]2CCCN2S(=O)(=O)c2ccccc2C(F)(F)F)cc1S(=O)(=O)N1CCOCC1	-15	11	0.0	0.25	-2	0.2	-9	1	34
CN1C(C(=O)NCCc2cccs2)CC2Cn3c(nc4cc(Cl)c(Cl)cc43)C21 (centres undefined)	-3	-23	.	-2.4	-9	.	-24	3	-4
CCC(C(=O)Nc1ccccc1-c1ccccc1)c1ccccc1 (centres undefined)	-1	17	-1.3	-0.13	-16	-1.9	-14	6	0
O=C1/C(=C\c2ccc(Br)o2)Cc2ccccc21	-7	-70	0.2	-0.53	6	0.1	-19	10	-4
CNS(=O)(=O)c1ccc(Oc2ccc(S(=O)(=O)NC)cc2)cc1	-1	-2	2.5	.	5	3.8	-5	2	-7

Bioassay records (PubChem)
